From PubChem BioAssay
ERp5 block = inhibitors of human ERp5 | 0.05% of 350,000 active | ERp5 insulin aggregation, absorbance 650 nm, 90 min | Q15084 | AID 651711 | inhibition, % at 9.99 µM;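 active = mean replicate inhibition above about 25%, with every replicate also reaching it, limit read from the data, passing the limit was not always enough; inconclusive = only one of those two criteria met; inactive = neither criterion met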
Target sequence (Q15084 whole entry, looked up): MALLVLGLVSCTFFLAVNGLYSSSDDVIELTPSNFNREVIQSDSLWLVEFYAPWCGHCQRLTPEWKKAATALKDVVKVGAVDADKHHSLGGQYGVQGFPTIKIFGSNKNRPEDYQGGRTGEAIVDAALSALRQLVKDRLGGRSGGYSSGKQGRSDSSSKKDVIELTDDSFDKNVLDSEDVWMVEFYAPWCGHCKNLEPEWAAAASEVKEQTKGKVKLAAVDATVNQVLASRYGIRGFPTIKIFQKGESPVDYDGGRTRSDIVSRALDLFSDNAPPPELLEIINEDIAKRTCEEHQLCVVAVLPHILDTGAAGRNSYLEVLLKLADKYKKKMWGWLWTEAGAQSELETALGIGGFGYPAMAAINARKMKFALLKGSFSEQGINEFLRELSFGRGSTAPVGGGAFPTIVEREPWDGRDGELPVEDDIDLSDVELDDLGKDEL
DENV2 CPE rescue = inhibitors of DENV2 cytopathic effect; DENV2-infected cells, cytopathic effect rescue, plate reader; CPE inhibition, % at 9.99 µM; 1.7% of 350,000 active; AID 651640; in the data active = CPE inhibition above about 20%, passing the limit was not always enough; inconclusive = no clear call, values can overlap the other calls; tested in BHK-21 cells;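 note: 0% = median of neutral control wells and 100% = median of positive control wells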
PAX8 inh HTS = inhibitors of PAX8 transcriptional activity in RMG-I cells; RMG-I TPO-luciferase reporter, SteadyGlo, 24 h; inhibition, % at 12.6 µM; AID 652154; 1.2% of 360,000 active;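 active = mean replicate inhibition at least 60% with every replicate also reaching 60%; inconclusive = only one of the two criteria is met; inactive = mean below 60% and not all replicates reaching 60%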;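 note: luciferase light reporting Pax8 driven TPO promoter activity; plate controls were median of neutral control wells for no effect and mitoxantrone controls for full effect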
ARNT-TACC3 inh = disrupts binding between human ARNT and TACC3; 0.66% of 390,000 active; AlphaScreen His-ARNT PAS-B/GST-TACC3 binding, luminescence; TACC3 fragment carries E629A point mutation; inhibition, % at 9.99 µM; Q9Y6A5;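 active = mean inhibition of replicates at least 50% and at least half of replicates each reaching 50%; inconclusive = half or more replicates reach 50% but mean below 50%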;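 note: 0% = complete ARNT plus TACC3 wells and 100% = ARNT alone without TACC3; many hits fall short of the cut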
Xi reactivation = X-chromosome reactivation activator; XiGFP mouse fibroblasts, % GFP-positive cells imaging, 3 d; cells co-treated with 5-aza-dC sensitizer; scaled so ellipticine positive control = 100%; activation, % at 7.58 µM; 0.055% of 360,000 active;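 active = mean normalized replicate activation at least 10% and every replicate at or above 10%; inconclusive = only one of the two criteria met; inactive = mean below 10% and not all replicates reach 10%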;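 note: 0% = median of on-plate neutral control wells and 100% = ellipticine 6 µM median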
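Assay system: SV40-immortalized XiGFP fibroblast cells, line 68-5-11; buffer or medium: DMEM plus 5-aza-dC sensitizer; compound: one concentration, pinned; timing: compounds 3 days, fix/stain 15 min at room temperature; benchmarks: positive control ellipticine, 6 µM final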
EWS-Fli block = inhibitors of EWS/Fli oncoprotein transcriptional activity. A673 NR0B1-luciferase reporter, viability-normalised. inhibition, % at 12.6 µM. 0.67% of 350,000 active. AID 651661;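 active = mean inhibition of at least 50% after viability correction, with every replicate also passing that limit; inconclusive = mean reaches 50% but only one of two replicates passes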;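 note: firefly luciferase signal divided by Alamar Blue viability fluorescence both relative to DMSO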
INS-1E GSIS act = primary screen for activators of insulin secretion dependent on glucose, INS-1E cells, GLuc reporter luminescence. activation, % at 16.6 µM. INS-1E GLuc reporter insulin secretion, 2-3 h. 0.61% of 370,000 active;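 active = lowest replicate activation of at least 40%, so every replicate reaches that level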;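 note: 0% = median of neutral control wells and 100% = median of IBMX positive control wells; some compounds called inactive have numbers as strong as hits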
F508del corr = CFTR F508del correction in bronchial cells; CFBE cells, YFP halide quenching; stimulated with forskolin plus potentiator P3; % fluorescence drop versus neutral controls; activity (quench increase), % at 7.58 µM; 0.36% of 350,000 active; AID 720511;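 active = mean added fluorescence quench of at least 8% versus neutral control, with both replicates also reaching 8%; inconclusive = only one of the mean or replicate conditions met; inactive = mean below 8% and not both replicates reaching 8%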;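 note: cells transiently co-express mutant CFTR-F508del with the halide-sensitive YFP; corrector assay measuring rescue of mutant channel to the surface after 24 h compound exposure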
An asterisk follows results filed as active; ? = inconclusive; nt = no result given; & = joins results of further samples.

Under each structure: ERp5 block	DENV2 CPE rescue	PAX8 inh HTS	ARNT-TACC3 inh	Xi reactivation	EWS-Fli block	INS-1E GSIS act	F508del corr
#1 Cc1c(-c2ccccc2)nnn1-c1ccc(F)cc1F
    0	-7	-103	3	0.0	-73	-2	1.0
#2 C[C@@H]1CN([C@H](C)CO)C(=O)c2cc(Br)cnc2O[C@H]1CN(C)C(=O)c1ccc(F)cc1
    -1&5&-8	-1&-2&-2	8&-11	-6&10	0.0&-0.6	9&-5&5	1&-1	1.1&1.4&0.0
#3 C[C@@H]1CN([C@H](C)CO)C(=O)c2cccc(NC(=O)Nc3ccc(C(F)(F)F)cc3)c2O[C@@H]1CN(C)Cc1ccc(Cl)c(Cl)c1
    nt	nt	40	nt	0.5	2	-4	4.1
#4 CCC(=O)N1C[C@@H](C)[C@H](OC)CN(C)C(=O)c2cc(NC(=O)C3CCOCC3)ccc2OC[C@@H]1C
    -1	4	-9	-16	0.0	-2	3	-2.4
#5 C[C@@H]1CN([C@H](C)CO)C(=O)c2cc(C#CC3CCCCC3)cnc2O[C@H]1CN(C)S(=O)(=O)c1ccc(F)cc1
    4	?	nt	1	-0.5	-7	-17	1.6
#6 COc1ccc(NC(=O)Nc2ccc3c(c2)C(=O)N([C@@H](C)CO)C[C@H](C)[C@@H](CN(C)C(=O)NC2CCCCC2)OCCCC[C@H](C)O3)cc1
    2	4	-32	nt	-1.2	-4	-11	-1.9
#7 O=C(COC(=O)CNS(=O)(=O)c1ccc(Cl)cc1)NC1CCCCC1
    1	-2	-16	3	0.2	-1	-16	-0.2
#8 O=C(NCc1cccc(F)c1)[C@@H]1[C@@H](CO)[C@@H]2Cn3c(ccc(-c4ccncc4)c3=O)[C@H]1N2CC1CC1
    -5	-4	2	-4	0.3	-2	4	2.8
#9 CC(C)(C)c1ccc(C(=O)NCC(=O)N2CCNC(=O)C2)cc1
    -2	-1	-11	-6	0.2	-8	-1	-1.5
#10 CN(C)C(=O)CSc1ncnc2scc(-c3ccccc3)c12
    0	-9	7	2	0.0	4	39	1.8
#11 Cc1ccc(C(=O)OCC(=O)Nc2ccc(Cl)cn2)cc1S(=O)(=O)N1CCOCC1
    2	0	9	-3	0.0	1	2	1.4
#12 COc1cccc(C#Cc2ccc([C@H]3[C@H]4CN(S(=O)(=O)c5ccccc5C)CC(=O)N4[C@H]3CO)cc2)c1
    -3	-2	26	nt	0.1	2	5	3.6
#13 CN(C)C(=O)[C@@H]1[C@@H](CO)[C@@H]2Cn3c(ccc(-c4cccc(F)c4)c3=O)[C@H]1N2Cc1ccccc1
    3	3	nt	0	0.2	-4	-11	nt
#14 CC=CCn1c(SCc2ccccc2)nc2c1c(=O)[nH]c(=O)n2C
    7	-1	0	nt	0.0	8	9	0.6
#15 Cc1cc(OC(=O)c2ccc(C)c(C)c2)c([N+](=O)[O-])c(=O)[nH]1
    3	2	7	-2	0.4	5	-9	5.0
#16 O=c1cc(CN2CCN(c3ccccc3F)CC2)c2c(ccc3ccccc32)o1
    -2	-15	27	nt	0.0	17	15	5.3
#17 C=CC[n+]1c(C)csc1Nc1cccc(Br)c1
    -1	6	-19	31	0.1	-9	7	0.5
#18 Cc1c(C(=O)N2CCCCC2)sc(NC(=O)C2CC2)c1C#N
    2	-3	nt	-12	nt	7	9	2.2
#19 CC(C)N1C(=O)S/C(=C/c2ccc(Sc3nc4ccccc4[nH]3)o2)C1=O
    2	2	12	-28	-0.1	1	-8	7.4
#20 O=C(CN(c1ccccc1)S(=O)(=O)c1ccc(Cl)cc1)Nc1cccnc1
    2	2	27	-1	nt	8	-16	2.3
#21 COc1ccc(-n2nnnc2C(c2cccc(OC)c2OC)N2CCN(C/C=C/c3ccccc3)CC2)cc1 (stereo not drawn)
    8	4	-2	nt	-0.1	-9	-47	3.8
#22 O=C(c1cc2c(s1)-c1ccccc1OC2)N1CCN(c2ccccn2)CC1
    -3	-7	-9	-4	0.3	0	-2	1.4
#23 CCc1ccc(-c2nc(CS(=O)CC(=O)NCCc3ccccc3)c(C)o2)cc1 (stereo not drawn)
    0	2	-41	1	-0.1	-31	-5	2.9
#24 CC(C)C#Cc1ccc([C@H]2[C@H](CO)N3CCCCN(CC4CC4)C[C@@H]23)cc1
    4	26*	-34	4	-0.1	-5	-10	2.1
#25 O=C([C@@H]1[C@@H](CO)[C@@H]2Cn3c(ccc(-c4cccnc4)c3=O)[C@@H]2N1CCC(F)(F)F)N1CCOCC1
    -5	10	-3	4	0.6	1	-3	nt
#26 COc1ccc(C(CNC(=O)c2cc(S(=O)(=O)N3CCCCC3)ccc2C)N2CCCC2)cc1 (stereo not drawn)
    -10	0	-15	4	0.1	1	-8	2.0
#27 Cc1c(NC(=O)c2ccc(N(Cc3ccccc3)S(C)(=O)=O)cc2)c(=O)n(-c2ccccc2)n1C
    -1	-3	1	2	0.0	-4	11	-0.9
#28 Cc1cc2c(OCC(O)CNC3CCCCC3)cccc2[nH]1 (stereo not drawn)
    -8	-3	-16	8	0.0	2	13	nt
#29 CCOC(=O)c1cc(CC)sc1N1C(=O)CC(Sc2ncccc2C(=O)O)C1=O (stereo not drawn)
    -7	?	10	-3	0.1	-2	19	-0.4
#30 C[C@H]1CCCCO[C@H](CN(C)C(=O)Nc2ccccc2)[C@@H](C)CN([C@@H](C)CO)C(=O)c2cc(NS(=O)(=O)c3ccc(Cl)cc3)ccc2O1
    5	-2	54	4	0.0	4	7	1.0
#31 CCN(c1ccccc1)S(=O)(=O)c1ccc(OC)c(NC(=O)c2cccs2)c1
    -4	2	8	6	0.2	3	0	-2.7
#32 C[C@H](CO)N1C[C@H](C)[C@@H](CN(C)C(=O)C2CCC2)Oc2cc(-c3ccccc3)ccc2S1(=O)=O
    nt	nt	nt	nt	-0.9	5	-11	-2.8
#33 C[C@@H]1CN([C@@H](C)CO)C(=O)c2cc(NS(=O)(=O)c3ccc(F)cc3)ccc2O[C@@H]1CN(C)S(C)(=O)=O
    nt	nt	nt	nt	0.2	-2	7	-1.8
#34 CCCC(=O)Nc1nc(C)c(-c2csc(Nc3ccccc3OC)n2)s1
    5	2	2	-2	0.0	-2	-14	2.5
#35 COc1cccc(-c2cnc3c(c2)C(=O)N([C@H](C)CO)C[C@H](C)[C@H](CN(C)S(=O)(=O)c2ccc(C)cc2)O3)c1
    0	-1	nt	-5	-0.5	7	-23	1.0
#36 CCSc1c([N+](=O)[O-])c(=O)n(-c2ccccc2)c2ccccc12
    -2	3	17	0	0.0	5	35	-1.4
#37 COc1ccc(C2CC(=O)Oc3cc(C)c(Cl)c(C)c32)cc1 (stereo not drawn)
    -1	2	-20	0	-0.1	4	-13	-2.5
#38 COc1cc(OC)cc(-c2c(Sc3ccccc3)c3cc(-c4ccc(SC)cc4)ccc3n2C)c1
    -6	-5	-10	nt	-0.1	-11	-16	1.4
#39 O=C(Nc1cccc(Cl)c1)c1ccc2ncsc2c1
    -1	-3	-43	-12	0.3	-133	9	0.3
#40 CCC(=O)N1C[C@H](C)[C@@H](OC)CN(C)C(=O)c2ccc(NS(C)(=O)=O)cc2OC[C@H]1C
    -3	-3	-6	4	0.5	-4	0	nt
#41 O=C(C[C@H]1CC[C@@H]2[C@H](COC[C@H](O)CN2S(=O)(=O)c2ccccc2)O1)N1CCOCC1
    0	12	5	-1	0.4	4	4	-0.9
#42 CC(C)(C)NC(=O)COc1coc(CN2CCN(C(=O)c3ccco3)CC2)cc1=O
    -1	2	-4	0	0.1	4	7	-0.3
#43 COc1ccccc1NC(=O)COC(=O)c1c(NC(C)=O)sc(C)c1C
    -1	-8	0	nt	0.0	3	9	-1.2
#44 COc1ccc(O)c(/C=N/N=C/c2cccc([N+](=O)[O-])c2)c1
    -8	-6	-18	-2	0.0	-26	0	2.7
#45 CCCCN(C(=O)CC1CCCCC1)c1c(N)n(CC(C)C)c(=O)[nH]c1=O
    -4	-11	-1	3	0.1	2	-1	-0.4
#46 CCOC(=O)c1c(CCl)nc2ccccc2c1-c1ccccc1
    -1	1	5	-3	0.0	11	-13	1.5
#47 C[C@H]1CN([C@@H](C)CO)C(=O)c2cc(Br)cnc2O[C@@H]1CN(C)Cc1cccc(C(=O)O)c1
    -3	3	nt	-1	0.3	4	-8	-1.4
#48 O=C(COC(=O)COc1ccccc1)Nc1ncc([N+](=O)[O-])s1
    6	-2	-28	nt	0.4	7	-19	4.6
#49 COc1ccccc1S(=O)(=O)N1[C@@H]2CNC[C@H]1C2c1ccc(/C=C/c2ccccc2)cc1 (stereo partly drawn)
    5&-1	-2&-9	nt	nt	0.0&0.1	nt	-2&-5	2.9&1.6
#50 COc1ccc(-c2ccc([C@@H]3[C@H](C#N)N(C(=O)NC4CCCC4)[C@H]3CO)cc2)cc1
    -2	14	-17	3	0.1	-20	-9	1.5

Next entries follow:
Under each structure: ERp5 block	DENV2 CPE rescue	PAX8 inh HTS	ARNT-TACC3 inh	Xi reactivation	EWS-Fli block	INS-1E GSIS act	F508del corr
#51 COc1cccc(/C=C/C(=O)OCC(=O)NC2CCCC2)c1
    5	-9	2	nt	0.0	-5	nt	nt
#52 CCC(=O)Nc1ccc2c(c1)C(=O)N(C)C[C@H](OC)[C@H](C)CN(Cc1cncnc1)[C@@H](C)CO2
    nt	nt	nt	nt	0.5	8	-3	0.6
#53 Cc1cc(C(=O)CCC(=O)Nc2ncccc2O)c(C)s1
    -1	-5	-22	10	0.1	4	-12	4.7
#54 O=C(Cc1ccc(Cl)cc1Cl)NCc1cccnc1
    5	2	-16	6	0.0	-1	12	-0.6
#55 CCNC(=O)CC1C(=O)N(c2ccccc2)C(=O)N1CCOC (stereo not drawn)
    -2	-1	-24	-10	0.0	5	5	-3.0
#56 CCN(C(=O)CSc1cc(C)c2cccc(C)c2n1)C1CCS(=O)(=O)C1 (stereo not drawn)
    3	1	38	-12	-0.1	11	-6	2.2
#57 COc1ccc(NS(=O)(=O)c2ccc(NC(=O)c3ccccc3)cc2)nn1
    -4	-1	18	-1	0.0	7	-10	-0.3
#58 COc1ccc(NCC(=O)N/N=C/C=C\c2ccccc2)cc1
    8	nt	-33	4	-0.1	-15	-5	2.0
#59 CC(=O)Nc1cccc(C(=O)NNC(=O)c2ccccc2-n2cccc2)c1
    4	-1	-10	nt	0.0	0	17	-0.8
